Source: PubChem BioAssay
CHOP UPR activ = activators of apoptotic arm of unfolded protein response (CHOP); activation, % at 10 µM; actives 0.34% (n = 330,000); CHO-CHOP luciferase reporter, UPR activation, luminescence; percent of tunicamycin response over DMSO baseline;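 active = at 10 µM dose, activation of 40% or more, normalized to positive control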;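 note: 100% = tunicamycin at 10 µg/mL and 0% = DMSO alone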
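Assay system: CHO-CHOP cells, stable luciferase reporter of PERK-eIF2a-CHOP signalling / Buffer or medium: F12 plus 10% serum / Compound dosing: one dose, 10 µM in 0.5% DMSO / Times: 6 h compound treatment, 37 °C / Technique: luciferase luminescence / Read-out: % reporter activation, DMSO baseline versus tunicamycin full activation / Benchmarks: tunicamycin and DMSO controls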
CXCR6 block = blocks human CXCR6 beta-arrestin recruitment | CHO-K1 PathHunter CXCR6 beta-arrestin, luminescence | inhibition, % at 20 µM | actives 0.36% (n = 360,000) | O00574; in the data active = inhibition above about 34%, passing the limit was not always enough;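 note: antagonist mode with CXCL16 agonist at 10 nM final; 0% = 10 nM CXCL16 with DMSO and 100% = unstimulated wells without agonist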
Target sequence (O00574 whole entry, looked up): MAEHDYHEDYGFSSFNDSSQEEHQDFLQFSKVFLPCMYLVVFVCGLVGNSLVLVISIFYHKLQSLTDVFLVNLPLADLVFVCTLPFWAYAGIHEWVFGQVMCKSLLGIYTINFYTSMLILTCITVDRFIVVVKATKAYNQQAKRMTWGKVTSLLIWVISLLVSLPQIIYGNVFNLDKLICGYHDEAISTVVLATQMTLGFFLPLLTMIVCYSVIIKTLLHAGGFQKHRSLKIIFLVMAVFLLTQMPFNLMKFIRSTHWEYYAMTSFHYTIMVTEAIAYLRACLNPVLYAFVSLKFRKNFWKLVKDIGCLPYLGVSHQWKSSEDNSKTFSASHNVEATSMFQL
tim23-1 inh = growth inhibitors of tim23-1 mutant yeast | inhibition, % at 20 µM | AID 463212 | actives 1.3% (n = 330,000) | S. cerevisiae tim23-1 growth, BacTiter-Glo luminescence, 24 h;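 active = growth inhibition of the mutant yeast at or above 50%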;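 note: temperature-sensitive mutant grown at 25 °C; plate controls were DMSO-treated mutant yeast for no effect and medium wells lacking yeast for full effect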
APJ antagonist = APJ receptor antagonism | P35414 | actives 0.32% (n = 330,000) | AID 2521 | inhibition, % at 20 µM | CHO-K1 APJ beta-arrestin complementation, luminescence;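 active = inhibition above about 40% at 20 µM, limit read from the data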;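 note: cells challenged with 10 nM apelin-13 agonist together with compound; plate controls were apelin-13 plus DMSO wells for no effect and DMSO wells lacking apelin-13 for full effect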
UPR XBP1 act = activators of adaptive arm of unfolded protein response (XBP1); activation, % at 20 µM; CHO-XBP1 luciferase reporter, IRE1-XBP1 UPR activation, luminescence; percent of tunicamycin response, DMSO as zero; actives 0.33% (n = 330,000);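 active = versus positive control, 20 µM dose yields 30% or more activation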;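 note: 100% = tunicamycin at 10 µg/mL and 0% = DMSO only wells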
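Material: CHO-XBP1 cells stably carrying IRE1-XBP1-driven luciferase reporter / Amount: 1000 cells per well / Compound: 20 µM, 1% DMSO / Times: 6 h treatment, 37 °C / Detection: luciferase luminescence / Measure: % activation of reporter signal versus tunicamycin and DMSO controls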
EBI2 antag = antagonists of human EBI2 receptor. P32249. EBI2 beta-arrestin recruitment, luminescence, 7a,25-OHC stimulated. inhibition, % at 5 µM. actives 0.81% (n = 360,000). AID 651636; in the data active = inhibition above about 38%;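 note: enzyme fragment complementation signal reports receptor beta-arrestin coupling in cells; 0% = agonist plus DMSO wells and 100% = wells without agonist; some results beyond the cut were filed as inactive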
CCR6 antagonist = antagonists of human CCR6 receptor; P51684; CHO-K1 CCR6 PathHunter beta-arrestin, luminescence, CCL20-stimulated; inhibition, % at 20 µM; actives 0.49% (n = 340,000); AID 493098;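 active = compounds whose inhibition of the agonist-driven luminescence signal at 20 µM reaches about 50%, limit read from the data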;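 note: cells stimulated with CCL20 at 14 nM final; plate controls were DMSO with CCL20 for no effect and DMSO without agonist for full effect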
Target sequence (P51684 whole entry, looked up): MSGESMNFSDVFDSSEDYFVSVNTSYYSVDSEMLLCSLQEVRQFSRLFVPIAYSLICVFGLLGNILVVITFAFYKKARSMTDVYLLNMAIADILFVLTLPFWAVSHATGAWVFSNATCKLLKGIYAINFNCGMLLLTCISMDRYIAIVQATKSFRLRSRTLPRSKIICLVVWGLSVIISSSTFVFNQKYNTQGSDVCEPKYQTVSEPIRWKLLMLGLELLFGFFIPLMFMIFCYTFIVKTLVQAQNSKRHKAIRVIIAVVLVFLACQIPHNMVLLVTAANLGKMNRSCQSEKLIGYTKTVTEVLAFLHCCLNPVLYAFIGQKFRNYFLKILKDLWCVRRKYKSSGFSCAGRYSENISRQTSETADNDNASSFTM
Mdm2 MdmX PPI = disrupts the human Mdm2-MdmX interaction; inhibition, % at 8 µM; SaOS-2 split-luciferase Mdm2/MdmX complementation, luminescence; actives 3% (n = 330,000); O15151+Q00987;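 active = inhibition of at least 50% at 8 µM in the primary screen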
APJ agonist = activates the human apelin receptor APJ; CHO-K1 APJ PathHunter beta-arrestin, luminescence; 0% DMSO wells, 100% apelin; actives 0.11% (n = 330,000); activation, % at 20 µM; P35414;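 active = activation more than six SD over the plate average, tested at 20 µM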;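 note: 0% = DMSO alone and 100% = apelin-13 at 10 nM; some results filed as inactive read as strong as hits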
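Assay system: engineered CHO-K1 APJ arrestin reporter cells; Amount: 1000 CHO-K1 reporter cells seeded per well; Dosing: one dose, 20 µM compound, 1% DMSO; Times: compound stimulation 90 min at 25 °C, detection 60 min; Measured by: luminescent beta-gal fragment complementation, chemiluminescent substrate; Read-out: APJ–arrestin association signal; Controls: DMSO vs Apelin-13 10 nM.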
* = called active by the depositor. A portion of the library (hit frequency here may not be typical).

structure,CHOP UPR activ,CXCR6 block,tim23-1 inh,APJ antagonist,UPR XBP1 act,EBI2 antag,CCR6 antagonist,Mdm2 MdmX PPI,APJ agonist
CCCCC(=O)OCC(=O)c1ccc(OCC)cc1,2.9,3,15,-10,-4,-1,13,-11,3
COC(=O)CC1Oc2ccccc2N(Cc2ccc(C)cc2)C1=O (stereo unspecified),-0.2,1,36,29,-3,9,-8,7,-2
O=S(=O)(c1ccc(F)cc1)N1CCc2ccccc21,-1.0,-4,-3,4,-5,-11,12,12,-2
O=C(CCC(=O)N(CC(=O)NC1CCCCC1)Cc1ccco1)Nc1nccs1,1.2,-6,-6,15,-2,-2,-13,7,-1
CN=C(C)/C(C(=O)OC)=C(/O)c1ccc(Cl)cc1Cl,-1.6,-4,3,16,1,-5,0,1,1
CC1=C(C#N)C(c2cccnc2)C2=C(CCCC2=O)N1 (stereo unspecified),-1.0,0,1,-2,0,-23,6,14,-4
CCc1nnc(NC(=O)CN2CCN(Cc3ccccc3C)CC2)s1,0.8,-1,1,-21,-4,13,7,16,-2
COc1ccc(C(C(=O)NC2CCCC2)N(C(=O)c2ccoc2C)c2cc(C)cc(C)c2)cc1 (stereo unspecified),-1.2,8,37,12,-3,25,18,22,-2
CSc1ccc(S(=O)(=O)NCCSC(C)(C)C)cc1,1.9,-3,37,2,-2,-14,7,-24,-6
O=C(N/N=C/c1cc(Br)c(O)c(Br)c1O)c1cccnc1,0.1,2,5,-8,-3,-5,7,-11,-2
COc1ccc(NC(=O)CN2C(=O)c3cccc4cccc2c34)cc1OC,2.0,3,1,7,6,2,-15,37,9
COc1ccc(C2/C(=C(\O)c3ccc4c(c3)OCCO4)C(=O)C(=O)N2c2nc(C)c(C(C)=O)s2)cc1 (stereo unspecified),2.6,5,2,3,2,-5,7,6,-2
OC(CN1CCOCC1)c1ccc(F)cc1 (stereo unspecified),-3.2,5,1,16,1,-21,-5,-9,-3
O=C(NCc1ccco1)c1cc(-c2cccnc2)nc2ccc(Cl)cc12,-0.4,6,30,-16,-6,1,-1,7,0
O=C(Nc1cccn(Cc2c(Cl)cccc2Cl)c1=O)c1ccc(Cl)cc1Cl,3.5,6,4,2,4,26,19,41,-3
COC(=O)CCS(=O)(=O)c1cc(Cl)ccc1Cl,-0.1,4,1,11,1,5,5,-16,-3
O=C(CSc1cn(Cc2ccccc2)c2ccccc12)NCc1ccc(F)cc1,-2.7,5,8,8,-1,37,20,24,-7
Cc1ccc(-c2nc(CN(C)C3CCOCC3)c(C)o2)s1,-0.5,1,6,-2,-2,-10,8,13,-3
Cc1nn(-c2ccccc2)c(N2CCCC2)c1/C=N/NC(=O)c1cc(-c2ccccn2)nc2ccccc12,-0.5,14,13,4,1,8,8,63*,-2
COc1ccc(NC(=O)CSc2nnc3n2CCCCC3)cc1S(=O)(=O)N1CCOCC1,0.2,-3,12,1,-3,-8,5,-21,-2
CO/N=C\CC(=O)Nc1ccc(Oc2ccccc2)cc1,3.5,-11,18,0,7,-5,12,52*,-2
O=C(Cn1cnc2ccccc21)c1ccc(Br)cc1,2.2,-5,4,-1,-2,6,10,2,-2
CN1CCCc2cc(C#N)c(=O)[nH]c21,-0.9,7,-18,5,0,-2,-3,-20,-3
COc1ccc(C(=O)C(=O)c2ccc(OCCO)cc2)cc1,2.0,1,17,-10,3,-10,15,24,6
COc1ccccc1C(=O)Nc1ccnn1C1CCN(C/C=C/c2ccc(F)cc2)CC1,0.6,-13,13,18,-3,8,9,24,-1
CCCN(CCC)CC(O)CN(c1ccccc1)S(=O)(=O)c1ccc(C)cc1 (stereo unspecified),2.3,-4,7,9,1,0,11,-3,-4
O=C(CSc1nncn1-c1ccccn1)Nc1ccccc1Cl,0.2,-2,6,12,-4,-15,-2,-4,-2
CSc1ncc(-c2ccc(Cl)cc2)[nH]1,2.0,3,8,-6,2,-1,7,-104,-2
CCc1nn2c(=O)cc(CSc3nc(C)cc(=O)[nH]3)nc2s1,-1.7,3,-2,-7,0,-10,4,1,-1
CC1CCN(C(=S)NC(=O)c2ccccc2Br)CC1,-0.7,10,10,6,-6,7,7,26,-3
O=C(CCc1nnc(CCCCc2ccccc2)o1)NCCN1CCCCC1=O,0.8,-4,-2,10,1,-4,-4,23,-3
O=C(NCC1CCCO1)c1ccc(Br)c(S(=O)(=O)N2CCOCC2)c1 (stereo unspecified),0.9,3,1,3,-3,1,6,-20,-3
CC(C)(O)C#Cc1ccc(CN2CCN(C3CCCC3)C(CCO)C2)cc1 (stereo unspecified),-1.3,11,9,13,-3,3,12,-2,-2
Cc1ccccc1NC(=O)CCC(=O)N/N=C/c1cc([N+](=O)[O-])ccc1O,-1.3,14,9,31,-4,6,32,9,-8
NC(=O)COC(=O)c1ccccc1OCc1ccccc1Cl,0.4,4,6,6,-2,-4,-2,-8,-2
Cc1sc(NC(=O)c2cccc(N3C(=O)CCC3=O)c2)nc1-c1ccccc1,6.4,7,21,25,-1,11,1,14,11
CCN(CC)CC(=O)Nc1ccc(-c2nc3cc(NC(=O)CN(CC)CC)ccc3o2)cc1,-0.2,-7,8,15,-2,12,9,55*,5
Cc1ccc(S(=O)(=O)N2CCC(C(=O)Nc3ccncc3)CC2)cc1,1.5,-11,13,-10,0,-8,3,29,4
CCOc1cc(CN2CCN(c3cccc(C(F)(F)F)c3)CC2)ccc1O,2.6,2,-11,-14,3,13,7,-12,0
CC(C)Nc1nc(Cl)nc(NN(C)c2nc(N(C)C)nc(N(C)C)n2)n1,-3.5,-6,26,-3,1,-6,9,-11,-3
COC(=O)c1[nH]c2ccccc2c1NC(=O)c1ccccc1F,-2.2,0,38,-22,-1,-4,5,-19,3
CC(=O)c1ccc(OC(C)C)c(CC(C(N)=O)C(N)=O)c1,-1.0,-8,26,-1,-1,-8,8,18,-6
CCC(C)[C@H](NC(=O)NCCC1=CCCCC1)C(=O)O (stereo partly specified),0.0,3,6,3,-2,-5,4,8,-3
CC(C)CNc1nc(SCC(=O)Nc2ccccc2)nc(N2CCOCC2)n1,-0.1,2,2,-5,-1,-12,-9,13,0
CCc1cc(C(=O)OC)c(NC(=O)CCCC(=O)O)s1,4.0,-1,-4,-1,-5,11,-4,-1,-1
CCCOc1c(Br)cc(C(N)=O)cc1OCC,-0.2,1,11,-1,2,4,18,22,-3
COc1ccc(-n2c(SCC(=O)Nc3nccs3)nnc2-c2ccoc2C)cc1,0.7,-6,11,10,2,1,0,-17,3
O=C(Nc1ccncc1)C1c2ccccc2Oc2ccccc21,-0.7,4,0,-6,-4,0,-18,-8,0
CC(=O)C1=C(O)C(=O)N(c2ccc(Br)cc2)C1c1ccc(Cl)cc1 (stereo unspecified),2.2,0,12,8,-2,-1,-6,10,-2
CNC(=O)[C@H]1O[C@@H](n2cnc3c(NCc4cccc(I)c4)nc(Cl)nc32)[C@H](O)[C@@H]1O,-0.3,-10,23,6,-3,0,-5,-9,9

More results:
structure,CHOP UPR activ,CXCR6 block,tim23-1 inh,APJ antagonist,UPR XBP1 act,EBI2 antag,CCR6 antagonist,Mdm2 MdmX PPI,APJ agonist
COc1ccc(OC)c(/C=C2\SC(N3CCCCC3)=NC2=O)c1,3.5,5,37,-7,-2,0,7,6,3
COCCn1c(SCC(=O)Nc2cccc(C)n2)nnc1-c1ccco1,1.3,-2,14,13,-1,4,2,12,-2
CC1CCC(NC(=O)c2cnccn2)CC1 (stereo unspecified),3.0,7,12,-43,3,15,3,3,-1
O=c1[nH]c(CSc2ncc(-c3ccc(F)cc3)n2Cc2ccco2)nc2ccccc12,-2.0,9,42,19,0,28,8,21,-2
COc1ccc(-n2nc(C(=O)NCC(=O)N3CC(C)CC(C)C3)c3ccccc3c2=O)cc1 (stereo unspecified),0.2,1,35,1,-2,6,15,-11,-1
CCOC(=O)/C(=N/Nc1ccc(Cl)cc1)S(=O)(=O)c1ccccc1,1.2,9,12,20,0,-6,14,7,0
Cc1ccc(-n2c(N)c(C(=O)NCc3ccco3)sc2=S)cc1,3.0,2,24,1,3,-2,18,-2,-1
Cc1ccsc1/C=N/n1c(-c2ccncc2)n[nH]c1=S,-0.1,-2,15,-3,3,10,5,3,1
COC(=O)c1sc2nc(-c3ccco3)ccc2c1N,1.7,-3,5,4,1,1,16,-119,0
CCCC(C)c1nc(C(N)=O)c2[nH]c(=O)n(-c3ccc(OC)c(OC)c3)c2n1 (stereo unspecified),0.6,3,7,5,3,6,11,-1,-1

Full records from above. Screens in order: CHOP UPR activ	CXCR6 block	tim23-1 inh	APJ antagonist	UPR XBP1 act	EBI2 antag	CCR6 antagonist	Mdm2 MdmX PPI	APJ agonist
COc1ccc(OC)c(/C=C2\SC(N3CCCCC3)=NC2=O)c1 is entered as 3.5	5	37	-7	-2	0	7	6	3
COCCn1c(SCC(=O)Nc2cccc(C)n2)nnc1-c1ccco1 is entered as 1.3	-2	14	13	-1	4	2	12	-2
